Growth percent in the NCI-60 one-dose screen (48 h, 10 µM unless noted): 100 = growth as untreated, 0 = no growth, -100 = all killed.
SN12C – SN12C renal cancer cells | actives 3.8% (n = 81,000)
UO-31 – UO-31 renal cancer. actives 5.2% (n = 81,000)
SK-OV-3 – SK-OV-3 ovarian cancer cells; actives 3.2% (n = 80,000); AID 1794785
TK-10 – TK-10 renal cancer cells; AID 1794769; actives 3.9% (n = 81,000)
IGROV1 – IGROV1 ovarian cancer | actives 4.7% (n = 79,000) | AID 1794786
786-0 – 786-0 renal cancer cells | AID 1794775 | actives 5.1% (n = 81,000)
ACHN – ACHN renal cancer; actives 4.9% (n = 81,000); AID 1794771
RXF 393 – RXF 393 renal cancer cells; actives 6.9% (n = 77,000); AID 1794773
* hit, by the source's call; / = not tested or not shown; & = joins results of further samples. How the source made its calls: active means growth percent below 10; inactive means the rest.

SMILES	SN12C	UO-31	SK-OV-3	TK-10	IGROV1	786-0	ACHN	RXF 393
c1ccc2nc(N3CCOCC3)c(N3CCCC3)nc2c1	104	87	106	100	111	107	99	103
Cn1cc(-c2noc(-c3cn(C)c4ncccc34)n2)c2cc(Cl)ccc21	92	79	89	89	100	95	89	121
COc1ccc(-c2ccc(-c3ccccc3N)c3[nH]c4ccccc4c23)cc1	79	41	86	109	60	83	81	99
O=C(N/N=C1/C2C[C@@H]3C1C3C2C(=O)O)c1ccncc1 (some centres undefined)	104	90	85	84	111	107	106	107
CN(C)c1ccc(/C=N/NC(=O)CSc2nc3ccccc3c(=O)n2CCc2ccc(S(N)(=O)=O)cc2)cc1	95	58	115	102	90	93	96	94
COc1cc(-c2csc(NC(=O)c3ccc(Cl)c(C(F)(F)F)c3)n2)cc(OC)c1OC	93	67	88	74	86	82	96	89
O=c1nc(-c2ccc(Br)cc2)cc(-c2cn(-c3ccccc3)nc2-c2ccc(OCc3ccccc3)cc2)[nH]1	95	87	95	107	97	106	99	108
Cc1ccc(-c2onc3c(=O)[nH]nc(-c4ccccc4)c23)cc1	37	48	15	55	52	37	57	32
N#C/C(=N\O)C(N)=O	101	83	104	99	107	106	108	122
CC(C)CSc1nc(N)nc2nc[nH]c12	96	92	/	90	56	94	80	85
COc1ccc(/C(C)=N/N=C2C(=O)Nc3ccc(F)cc32)cc1S(N)(=O)=O	/	94	105	113	106	99	99	90
CC(C)NCC(O)COc1cccc2ccccc12 (centres undefined)	97&94	72&60	108&105	111&91	98&93	106&77	101&85	104&103
C=CCOC(=O)C(=O)OCC=C	101	108	105	95	/	106	100	103
Cc1ccc(-c2csc(NC(=O)CSc3nc(N)cc(=O)[nH]3)n2)cc1	90	87	94	110	97	107	96	119
Cn1cc(-c2noc(-c3cn(C)c4ncccc34)n2)c2ccccc21	92	83	92	96	81	83	76	106
O=c1ccccn1-c1ccc(C2=NCCO2)cc1	93	85	110	90	93	106	103	116
COc1ccc2[nH]cc(-c3noc(C(=O)c4cn(C)c5ccccc45)n3)c2c1	99	70	82	102	83	100	92	112
C=C(C)[C@@H]1CC[C@]2(C(=O)O)CC[C@]3(C)[C@H](CC[C@@H]4[C@@]5(C)CC[C@H](OC(=O)c6cccnc6)C(C)(C)[C@@H]5CC[C@]43C)[C@@H]12	88	85	93	96	98	97	89	99
N#Cc1cncc(-c2ccc3ncnc(Nc4cccc(Cl)c4)c3c2)c1	83	71	53	44	45	62	59	46
C=CCNc1nnc2n(Cc3ccccc3)c(=O)c3c4c(sc3n12)CCCC4	73	48	91	74	79	60	55	69

Single values from the entries so far.
For 786-0, C=CCNc1nnc2n(Cc3ccccc3)c(=O)c3c4c(sc3n12)CCCC4 shows 60
For 786-0, C=C(C)[C@@H]1CC[C@]2(C(=O)O)CC[C@]3(C)[C@H](CC[C@@H]4[C@@]5(C)CC[C@H](OC(=O)c6cccnc6)C(C)(C)[C@@H]5CC[C@]43C)[C@@H]12 shows 97
For TK-10, CC(C)NCC(O)COc1cccc2ccccc12 (centres undefined) shows 111&91
For ACHN, COc1ccc(/C(C)=N/N=C2C(=O)Nc3ccc(F)cc32)cc1S(N)(=O)=O shows 99
For IGROV1, COc1ccc2[nH]cc(-c3noc(C(=O)c4cn(C)c5ccccc45)n3)c2c1 shows 83

(list continues)
SMILES	SN12C	UO-31	SK-OV-3	TK-10	IGROV1	786-0	ACHN	RXF 393
N=c1oc2ccccc2cc1-c1nc(-c2cc3cc(Br)ccc3o2)cs1	93	69	90	151	39	95	87	103
COc1ccc(OC)c(NP2(=O)OCC(C)([N+](=O)[O-])CO2)c1 (centres undefined)	91	81	99	101	108	97	105	113
O=C1CCCC(=O)C1C(=O)c1ccc(C(F)(F)F)cc1[N+](=O)[O-]	101	85	114	102	104	102	98	105
O=C(O)c1cn(C2CC2)c2cc(N3CCN(Cc4nnc(-c5ccc(Cl)cc5)o4)CC3)c(F)cc2c1=O	79	18	76	115	90	68	76	77
COC(=O)[C@H]1O[C@@H](n2cnc3c(=O)[nH]c(N)nc32)[C@H](O)[C@@H]1O	100	97	/	104	108	102	113	122
CCN(CCNc1ccc(C)c2sc3cc(Cl)ccc3c(=O)c12)CC(C)(C)O	71	51	45	76	51	48	69	-19*
c1ccc(-c2c3c(nn2-c2ccccc2)CCc2cnoc2-3)cc1	89	81	77	90	82	78	80	91
CNC(=O)OCc1snc(-c2ccccc2)c1COC(=O)NC	101	92	108	101	106	98	100	109
Nc1ncnc2c1ncn2[C@]1(CF)O[C@H](CO)C1CO (some centres undefined)	127	101	134	65	48	104	107	108
COc1ccc2[nH]cc(-c3cc(N)n4nc(-c5c[nH]c6ccc(OC)cc56)cc4n3)c2c1	-64*	-23*	144	16	44	-86*	-32*	-51*

Ordered by number of heavy atoms (rising): 4 of the compounds above
SMILES	SN12C	UO-31	SK-OV-3	TK-10	IGROV1	786-0	ACHN	RXF 393
Nc1ncnc2c1ncn2[C@]1(CF)O[C@H](CO)C1CO (some centres undefined)	127	101	134	65	48	104	107	108
COC(=O)[C@H]1O[C@@H](n2cnc3c(=O)[nH]c(N)nc32)[C@H](O)[C@@H]1O	100	97	/	104	108	102	113	122
c1ccc(-c2c3c(nn2-c2ccccc2)CCc2cnoc2-3)cc1	89	81	77	90	82	78	80	91
O=C(O)c1cn(C2CC2)c2cc(N3CCN(Cc4nnc(-c5ccc(Cl)cc5)o4)CC3)c(F)cc2c1=O	79	18	76	115	90	68	76	77

Following part:
SMILES	SN12C	UO-31	SK-OV-3	TK-10	IGROV1	786-0	ACHN	RXF 393
CC(=O)Nc1ccc2oc(C(=O)c3ccccc3)c(C)c2c1	101	68	100	109	105	95	113	110
O=C(c1ccc(Cl)cc1)C1[C@H](c2ccccc2Br)[C@@H](c2ccccc2)NC12C(=O)Nc1ccc(Br)cc12 (some centres undefined)	-63*	13	36	24	21	-2.2*	12	-26*
c1cncc(-c2nc(N3CCOCC3)c3c4c(sc3n2)CCCCCC4)c1	75	78	95	92	98	79	82	72
O=C(O)/C=C\c1ccc(OC(=O)c2ccccc2)cc1	105	80	107	93	103	101	101	111
O=C(/C=C/c1ccco1)c1cc(Cl)ccc1O	97	78	111	115	102	106	100	106
O=[N+]([O-])/C=C/c1ccco1	91	86	104	101	84	102	108	110
C=CCOc1ccc(/C(Cl)=N/N=C(\Cl)c2cc(OC)c(OC)c(OC)c2)cc1	84	68	65	96	64	98	/	59
COC1=C[C@@]23CCCN2CCc2cc4c(cc2[C@H]3[C@H]1OC(=O)CCCC(C)C)OCO4	105	80	107	96	107	101	106	/
COc1ccc(NCN2C(=O)c3ccccc3C2=O)cc1	92	61	101	93	92	88	72	100
COc1ccccc1[P+](CO)(c1ccccc1OC)c1ccccc1OC	94	81	99	102	84	103	103	98
N#C/C(=C\c1cccc(Br)c1)C(=O)c1ccccc1	99	92	120	/	107	103	99	/
CCN(CC)c1ccc(/C=N/NC(=O)c2ccc(NS(C)(=O)=O)cc2)c(O)c1	31	13	34	48	20	1.8*	16	-9.1*
COC1CC(O)C2OC(c3ccccc3)OCC2O1 (centres undefined)	105	86	102	104	107	101	112	89
CCCS(=O)(=O)Oc1ccc(NC(=O)C23CC4CC(CC(C4)C2)C3)cc1	101	106	111	105	115	106	101	103
COc1cc(/C=N/NC(=O)c2cnn3c2NC(c2ccccc2)C3)cc(OC)c1OC (centres undefined)	87	69	/	86	55	88	80	88
Clc1nc(N2CCC3(CC2)OCCO3)ncc1Br	103	91	85	97	93	98	106	107
CCN(CC)CCS(=O)(=O)CCNc1ccnc2cc(Cl)ccc12	19	-26*	22	14	/	10	7.3*	-17*
COc1ccc(-c2cc(-c3ccccc3)nn(CC(=O)NCCc3ccc(OC)c(OC)c3)c2=O)cc1	98	68	106	96	110	96	95	98
Fc1ccc(-c2cc(-c3ccco3)nc(OCCn3ccnc3)n2)cc1	95	98	108	113	110	100	/	119
COc1ccc(/C=C/c2nn3c(-c4ccco4)nnc3s2)cc1	96	75	116	84	104	92	99	107

Reformatted with bars between the fields: part of the list above
structure | SN12C | UO-31 | SK-OV-3 | TK-10 | IGROV1 | 786-0 | ACHN | RXF 393
COc1ccccc1[P+](CO)(c1ccccc1OC)c1ccccc1OC | 94 | 81 | 99 | 102 | 84 | 103 | 103 | 98
N#C/C(=C\c1cccc(Br)c1)C(=O)c1ccccc1 | 99 | 92 | 120 | / | 107 | 103 | 99 | /

Quoted at random: three records from the list, in no set order.
SMILES	SN12C	UO-31	SK-OV-3	TK-10	IGROV1	786-0	ACHN	RXF 393
N#C/C(=C\c1cccc(Br)c1)C(=O)c1ccccc1	99	92	120	/	107	103	99	/
Clc1nc(N2CCC3(CC2)OCCO3)ncc1Br	103	91	85	97	93	98	106	107
COc1cc(/C=N/NC(=O)c2cnn3c2NC(c2ccccc2)C3)cc(OC)c1OC (centres undefined)	87	69	/	86	55	88	80	88

(listing goes on)
SMILES	SN12C	UO-31	SK-OV-3	TK-10	IGROV1	786-0	ACHN	RXF 393
Fc1cccc(-n2ncc3c(Nc4ccc(-c5nnc(Nc6ccccc6)s5)cc4)ncnc32)c1	107	103	114	133	105	97	110	110
COc1cc(/C=C/C(=O)c2ccc(Cl)cc2)ccc1Oc1nc2c(c(=O)n(C)c(=O)n2C)n1C	90	88	127	134	109	105	97	107
Cc1ccc(Br)cc1C(=O)O	105	101	100	/	107	108	107	/
FC(F)(F)c1cc(-c2nnc3n2N=C(Cl)CS3)cc(C(F)(F)F)c1	82	98	100	118	114	94	110	/
C=C1C(=O)O[C@H]2[C@H]1CC/C(Cn1cc(CNC(=O)Cc3cn(C(=O)c4ccc(Cl)cc4)c4ccc(OC)cc34)nn1)=C\CC[C@@]1(C)O[C@@H]21	19	30	89	-47*	-19*	-83*	15	-61*
Cc1c(C(=O)N[C@@H](Cc2ccccc2)C(=O)C(=O)NCc2ccccc2)[nH]c2ccccc2c1=O	84	95	108	106	94	96	105	104
NS(=O)(=O)c1ncsc1-c1ccccc1	106	88	104	93	102	101	97	109
CCC(=O)Oc1ccc(C(C)CCC(C)c2ccc(OC(=O)CC)cc2)cc1 (centres undefined)	85	65	103	88	88	107	99	105
CCN(CC)CCCNc1nc(SC)nc(-c2cccc(N)c2)c1C#N	99	80	102	107	100	94	98	106
CCNc1cc(-c2cccc(OC(F)(F)F)c2)nc2ccc(N3CCCC3)cc12	9.3*	5.1*	18	36	27	-18*	-13*	34
Oc1ccc(-c2nn(-c3ccccc3)cc2-c2nc3ccccc3[nH]2)cc1	94	70	110	134	109	106	97	106
N#CC1=C(N)Oc2c(ccc3ccccc23)C1c1ccc(Cl)cc1Cl (centres undefined)	100	71	97	162	83	102	102	105
Cc1cc(Cl)nc(Nc2ccccc2)n1	96	102	102	94	100	94	99	96
Cc1cc(N2CCCCC2)nc(N(CCNc2ccnc3cc(Cl)ccc23)Cc2ccco2)n1	24	41	78	69	18	23	28	33
O=C(O)c1ccccc1CO	/	96	106	87	100	98	97	119
Cc1ccc2c(C(C[N+](=O)[O-])c3ccco3)c(-c3ccccc3)[nH]c2c1 (centres undefined)	39	39	22	64	29	31	31	35
CCCCNC(=O)N1CCc2nc(NC(=O)Cc3ccccc3)sc2C1	91	87	87	61	95	99	104	115
CCN(CC)CCSc1nc2ccccc2[nH]1	101	81	113	104	100	104	104	126
N#Cc1c(NCc2ccccc2)oc(-c2ccccc2)c1-c1ccccc1	99	86	87	100	81	82	82	104
COc1ccc2c(c1)oc1c2c2c(c3c4ccccc4n(C)c13)C(=O)NC2=O	89	76	95	136	80	106	89	88
O=[N+]([O-])c1ccc(/C=N/NCc2nc(Nc3ccc(Cl)cc3)c3ccccc3n2)cc1	100	73	93	132	83	100	95	105
CCOC(=O)c1ccccc1OC(=O)Oc1ccccc1C(=O)OCC	99	77	110	99	108	106	106	100
OCC(O)CN1CCCCC1 (centres undefined)	107	62	101	106	101	93	96	105
O=C(N/N=C/c1cc(Cl)ccc1O)c1ccccc1Nc1ccnc(C(F)(F)F)c1	21	21	25	46	93	27	15	58
